Screens deposited in PubChem by several laboratories.
OPRM1-OPRD1 inv – inverse agonists of human mu-delta opioid receptor heterodimerization; P35372+P41143; cell-based MOR-DOR heterodimer luminescence, inverse agonism; inhibition, % at 9.3 µM; 0.21% of 340,000 active; in the data active = inhibition above about 22%, passing the limit was not always enough;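 note: 0% = cells with DMSO and 100% = wells without cells with DMSO; values of inactives mirror those of a sister screen read the other way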
Target sequence (P35372 whole entry, looked up): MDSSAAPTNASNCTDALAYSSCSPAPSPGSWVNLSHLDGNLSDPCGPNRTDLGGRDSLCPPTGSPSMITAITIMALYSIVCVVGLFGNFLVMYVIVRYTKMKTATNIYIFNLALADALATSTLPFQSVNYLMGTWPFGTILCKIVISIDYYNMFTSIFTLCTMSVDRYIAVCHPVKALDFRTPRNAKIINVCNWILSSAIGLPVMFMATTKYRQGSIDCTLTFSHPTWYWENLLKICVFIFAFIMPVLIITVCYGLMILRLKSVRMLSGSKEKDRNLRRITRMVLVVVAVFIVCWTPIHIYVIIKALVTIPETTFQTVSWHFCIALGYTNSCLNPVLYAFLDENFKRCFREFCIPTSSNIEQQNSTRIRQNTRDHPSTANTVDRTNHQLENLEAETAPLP
Target sequence (P41143 whole entry, looked up): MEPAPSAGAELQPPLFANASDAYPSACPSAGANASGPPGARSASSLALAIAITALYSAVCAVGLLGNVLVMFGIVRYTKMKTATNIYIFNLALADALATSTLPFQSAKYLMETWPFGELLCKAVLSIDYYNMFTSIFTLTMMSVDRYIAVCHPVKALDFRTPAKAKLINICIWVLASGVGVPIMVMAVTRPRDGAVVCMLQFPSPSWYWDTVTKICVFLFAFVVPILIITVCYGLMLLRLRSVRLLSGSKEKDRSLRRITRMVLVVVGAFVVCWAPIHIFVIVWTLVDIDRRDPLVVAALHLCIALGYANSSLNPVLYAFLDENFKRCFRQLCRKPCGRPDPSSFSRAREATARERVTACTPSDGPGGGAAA
Mot1-301 SUMO – SUMOylation pathway inhibition by Mot1-301 growth rescue | S. cerevisiae Mot1-301 growth rescue, ATP luminescence, 38.5C; percent above DMSO median, 100 means doubled | growth rescue, % at 18.8 µM | 1% of 320,000 active | AID 2716;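 active = every valid replicate shows activation above 250% relative to neutral control wells; inactive = the rest, any valid replicate at or below 250%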;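 note: OY570 slx delta 5 strain wells were the positive control but not used for scaling; some compounds called inactive have numbers as strong as hits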
MOR-DOR ag – OPRM1-OPRD1 heterodimerization agonism; 0.3% of 340,000 active; cells, luminescence; activation, % at 9.3 µM; in the data active = activation above about 18%;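 note: 0% = vehicle-treated cells and 100% = reference agonist; values of inactives mirror those of a sister screen read the other way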
E coli growth – bacterial growth inhibition, counter-screen for AddAB inhibitors; E. coli V3065 growth, OD600 absorbance, 18 h; inhibition, % at 11.9 µM; 0.27% of 330,000 active; AID 449728;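 active = inhibition above the campaign's mean inhibition across all tested compounds plus 3 SD, cut at about 9.9% in these data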;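 note: uninfected addAB+ strain grown without phage in ampicillin broth; 0% = DMSO wells and 100% = ciprofloxacin 0.95 µg/ml wells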
HTR5A ag ctr – HTR5A agonism, opioid heterodimer counter-screen; P47898; HTR5A agonist assay, luminescence, cell-based; activation, % at 9.3 µM; 0.61% of 340,000 active; in the data active = activation mostly above about 9.5%, no sharp cut-off; inactive = mostly below about 7.6%;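 note: 0% = cells with vehicle only and 100% = reference agonist; strong numbers were not always called active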
phage Ecoli inh – E. coli growth loss with phage present; growth absorbance; inhibition, % at 11.9 µM; 0.26% of 360,000 active; AID 651602; in the data active = inhibition above about 11%
PKA-R1A activ – PKA-R1A complex activation | P00514+P68181 | 0.083% of 340,000 active | activation, % at 11.4 µM | PKA-R1A dissociation, Cy5-IP20 fluorescence polarization; scaled: DMSO 0%, 113 µM cGMP 100%;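 active = percent activation above the mean of all tested compounds plus 3 SD, cut at about 19% in these data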;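 note: higher means more PKAc released from R1A so a rise in polarization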
HTR5A inv ctr – counter-screen for OPRM1-OPRD1 inverse agonists: human HTR5A inverse agonism | inhibition, % at 9.3 µM | HTR5A cell line, luminescence | P47898 | 0.083% of 340,000 active; in the data active = inhibition mostly above about 23%, no sharp cut-off; inactive = mostly below about 18%;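 note: 0% = cells with DMSO and 100% = no-cell wells with DMSO; some compounds called inactive have numbers as strong as hits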
AddAB inh – less growth of phage-infected E. coli with AddAB; 0.29% of 330,000 active; inhibition, % at 11.9 µM; E. coli expressing H. pylori AddAB, absorbance growth; in the data active = inhibition above about 12%;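 note: 0% = vehicle wells of infected cells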
PfHsp90 yeast 2 – reduces growth (ATP signal) of yeast expressing P. falciparum Hsp90; 0.32% of 310,000 active; inhibition, % at 9.4 µM; S. cerevisiae expressing PfHsp90, BacTiter-Glo ATP, 48 h; yeast lacking PDR1 and PDR3 efflux regulators;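 active = every replicate shows inhibition above about 80%, whatever the replicate mean, limit read from the data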;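 note: 0% = DMSO neutral controls and 100% = 20 µM radicicol positive controls; yeast relying on Plasmodium falciparum Hsp90 in place of its own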
Pemphigus Ab inh – blocks pemphigus antibody binding to human desmoglein-3 | DSG3-coupled beads, scFv-anti-DSG3-GFP binding, flow cytometry; stronger effect = lower value | binding (percent of control), % at 10 µM | 0.48% of 310,000 active;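 active = binding more than 3 SD below its plate's average and above zero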;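 note: hits lower antibody fragment binding to DSG3; some compounds called inactive have numbers as strong as hits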
Starred values were filed as active, the others as inactive; i = inactive; nt = no result given.

SMILES	OPRM1-OPRD1 inv	Mot1-301 SUMO	MOR-DOR ag	E coli growth	HTR5A ag ctr	phage Ecoli inh	PKA-R1A activ	HTR5A inv ctr	AddAB inh	PfHsp90 yeast 2	Pemphigus Ab inh
Cc1onc(-c2c(F)cccc2Cl)c1C(=O)NCCO	11	6	-2.0	0.9	4	3.2	-3	-6	1.9	4	99
O=c1[nH]c(=O)n([C@H]2C[C@H](O)[C@@H](CO)O2)cc1Br	18	-10	-3.4	5.7	-2	11	-4	9	8.1	-3	97
Cc1cc(NC(=O)CCc2ccc(C)o2)no1	8	-11	-1.9	-0.5	1	0.4	-12	13	3.0	9	nt
Cc1nnc(SCCn2c(N(C)Cc3ccccc3)nc3c2c(=O)[nH]c(=O)n3C)s1	3	19	-0.6	-0.8	2	1.5	-5	-17	-0.2	6	106
O=C(NCc1ccccc1F)C1CCCN(C(=O)NC2CCCCC2)C1 (configuration not stated)	9	-3	-1.9	0.8	0	0.6	-11	-12	5.3	10	103
COc1ccc(/C=C/C(=O)NC(=S)N2CCN(c3ccccn3)CC2)cc1	nt	13	nt	0.5	nt	1.9	nt	nt	-0.3	nt	111
CCOc1ccc(S(=O)(=O)N2CCCC(C(=O)NCc3cccnc3)C2)cc1 (configuration not stated)	16	70	-3.1	-2.1	-3	2.0	4	8	2.8	-2	101
CN(Cc1cccs1)C(=O)COc1cccc(-n2cnnn2)c1	18	2	-2.9	1.3	-4	2.5	-2	-3	6.1	-4	100
CCOc1ccc(NC(=O)NNC(=O)C(C)Oc2ccccc2OC)cc1 (configuration not stated)	18	2	-5.5	0.8	2	1.0	-3	18	-2.5	-18	100
CN1CCN(C(=O)c2cccc(COc3cc(Cl)ccc3Cl)c2)CC1	6	-3	-1.1	-1.3	1	3.3	0	-46	2.3	-31	107
Cc1cc(C(=O)N/N=C/C=C/c2ccccc2[N+](=O)[O-])c(C)o1	5	22	-1.0	0.2	6	0.0	1	-17	3.1	15	103
O=C(CCl)Nc1ccc(Oc2cnc3ccccc3n2)cc1	0	32	-0.1	-1.9	5	0.6	7	-12	-1.9	nt	99
C/C(=N\NC(=O)c1csc(C)c1C)c1ccc(C)s1	17	-2	-3.1	0.0	-4	0.9	6	1	1.8	14	84
Cc1cc(Cl)ccc1OCC(=O)Nc1cccc(S(=O)(=O)N2CCCC2)c1	-10	2	2.6	-0.7	8	0.7	-10	-8	1.1	nt	96
COC(=O)c1cccc(NC(=O)CSc2nnnn2C)c1	11	2	-2.1	1.6	4	3.6	5	19	2.7	-16	97
CCN=C1SC(CC(=O)NC(C)C)C(=O)N1CC (configuration not stated)	-2	-3	0.3	-2.6	4	1.7	10	9	0.0	1	101
O=C(Nc1ccccc1Cl)c1cccc(COc2cc(Cl)ccc2Cl)c1	6	-9	-1.3	-0.5	0	0.8	-18	5	2.2	-7	107
O=c1ccc(S(=O)(=O)N2CCC(Cc3ccccc3)CC2)c[nH]1	-3	1	0.5	-2.7	-3	1.7	-10	-22	0.2	69	nt
Cc1ccc(NCC(=O)Nc2cccc(S(=O)(=O)N(C)C)c2)c(Cl)c1	-6	-10	0.9	0.2	-2	3.1	0	17	0.8	-15	98
CC1(C)C2CCC1(C)C(OC(=O)C[n+]1ccccc1)C2 (configuration not stated)	8	2	-1.6	-1.6	-6	2.9	2	18	-1.8	-1	88
O=C(c1cc(-c2cccnc2)nc2ccccc12)N1CCN(S(=O)(=O)c2cccs2)CC1	13	63	-3.4	0.0	3	1.4	-6	11	1.1	13	99
Cc1ccc(C)c(SCC(=O)N(C)CC(=O)Nc2ccc(N3CCOCC3)cc2)c1	12	-9	-2.3	0.3	-3	3.3	12	7	0.5	22	99
Fc1ccc(-c2nnc(NC3=NCCCCC3)o2)cc1	9	-24	-2.0	1.5	1	1.9	-13	-5	4.6	45	97
CC(=O)Nc1sc(C)c(C)c1C(=O)OCC(=O)Nc1cccc(C)c1	-11	11	2.8	-1.9	1	1.9	1	1	1.2	nt	101
CC(C)OCCCNC(=O)COc1ccc2oc3c(c2c1)CCCC3	7	7	-1.2	-1.5	1	-0.9	9	-1	-2.1	3	108

Other records
SMILES	OPRM1-OPRD1 inv	Mot1-301 SUMO	MOR-DOR ag	E coli growth	HTR5A ag ctr	phage Ecoli inh	PKA-R1A activ	HTR5A inv ctr	AddAB inh	PfHsp90 yeast 2	Pemphigus Ab inh
O=C(c1cc2ccccc2oc1=O)N1CCCCCCC1	8	6	-1.6	0.9	4	-0.4	5	-30	3.2	-6	104
CN(Cc1nc2ccccc2c(=O)[nH]1)C(=O)c1ccccc1OCc1ccc(Cl)cc1	0	-2	0.1	-1.4	0	1.2	-8	1	1.6	8	100
CC1(C)OC(=O)C(=NNc2ccc(C(=O)O)cc2)C(=O)O1	-1	-18	0.2	-0.9	2	-0.8	13	2	-0.8	-18	91
COc1ccc2[nH]c(=O)c(CN(C(=O)c3ccncc3)C(C)(C)C)cc2c1	7	-3	-1.2	1.4	-5	0.7	-2	-22	2.1	3	103
Cc1ccc(C2=NN(C(=O)COc3ncnc4ccccc34)C(c3ccco3)C2)cc1 (configuration not stated)	11	nt	-2.2	-1.3	4	2.1	-5	-11	-1.8	9	110
O=C(CC1CS(=O)(=O)CC1CC(=O)Nc1ccc2c(c1)OCCO2)Nc1ccc2c(c1)OCCO2 (configuration not stated)	8	10	-1.5	0.4	-3	0.6	-1	7	4.0	-26	101
Cc1ccc(NC(=O)CN(C)C(=O)COC(=O)CCS(=O)(=O)c2ccc(C)cc2)cc1	6	143	-1.9	-0.5	2	1.3	-1	-24	0.7	-3	107
Cc1cc(C)n2nc(-c3sccc3-n3c(C)ccc3C)cc2n1	4	4	-0.8	-1.6	0	0.6	1	2	1.8	-2	107
O=C(COc1ccc(Br)cc1Br)NC1CCS(=O)(=O)C1 (configuration not stated)	-5	15	0.9	-1.6	5	1.0	-1	-9	0.4	-7	95
Cc1ccnn1CC(=O)N/N=C/c1cn[nH]c1-c1ccc(F)cc1	12	-4	-2.5	-0.6	-4	-0.3	3	11	0.2	2	105
Cc1ccc(C(=O)CSc2nnc(-c3ccco3)n2C)cc1	21	0	-4.4	0.2	3	2.5	6	8	3.5	-5	102
CN(NS(C)(=O)=O)c1ncc(C(F)(F)F)cc1Cl	7	i	-1.0	0.6	0	4.1	-6	1	0.0	-28	92
COc1ccc2nc(NC3=NC(c4ccccc4)CC(=O)N3)nc(C)c2c1 (configuration not stated)	-8	48	1.4	0.9	2	2.5	-4	-4	3.4	-57	102
CCOC(=O)c1c(NC(=O)c2nn(CC)cc2Br)c(C#N)cn1-c1ccccc1	-1	38	0.2	-0.9	8	1.7	2	-7	3.1	6	109
CCCCn1c(=O)c(CCC(=O)OCC(=O)NC(C)c2ccccc2)nc2ccccc21 (configuration not stated)	17	1	-3.5	0.0	3	1.2	-4	20	1.0	-1	92
COC(=O)c1ccc(CNC(=O)c2cc(COc3cncc(Cl)c3)on2)cc1	-4	104	0.7	-2.1	2	-0.9	2	-17	-1.6	2	101
COC(=O)C(CC(=O)c1ccc(Br)cc1)n1nc(C)cc1C (configuration not stated)	1	235	-0.2	-0.5	7	0.4	-9	-21	4.1	9	114
COc1ccc(CCNC(=O)CSc2nc(N)c3c(C)c(C)oc3n2)cc1OC	8	10	-1.3	-2.7	3	1.9	1	5	0.0	-39	103
CCOC(=O)c1sc2nc(CC(=O)OC)nc(N3CCN(c4ccccn4)CC3)c2c1C	-15	16	2.6	-0.2	-2	-0.2	-9	-5	0.8	-3	96
CCC(=O)Nc1cccc(C(=O)/C=C/c2ccc(F)cc2)c1	nt	-16	nt	-0.6	nt	1.7	0	nt	2.6	7	90
CC1CCCC(C)N1CCCNC(=O)Cn1ncc2c([nH]c3ccccc32)c1=O (configuration not stated)	17	-22	-3.2	0.1	-5	0.3	-4	4	3.2	7	101
Cc1nc(NC(=O)Nc2ccc(Cl)cc2)sc1C	-14	-3	2.9	-2.7	-12	4.5	-1	-17	-0.2	-11	99
O=C(c1ccccc1)c1nnc(-c2ccncc2)o1	11	3	-2.0	-1.1	6	2.1	4	-22	-0.7	2	102
CC(C)(C)c1ccc(C(=O)NCCC(=O)Nc2cc(Cl)ccc2N2CCOCC2)cc1	-8	-11	2.0	1.1	-1	-0.3	-3	22	-1.9	nt	99
O=C(Nc1cccc(C(F)(F)F)c1)c1ccc2nc(N3C(=O)CCC3=O)sc2c1	-5	4	0.9	-1.8	0	1.6	-8	-1	-1.2	7	91

Following part.
SMILES	OPRM1-OPRD1 inv	Mot1-301 SUMO	MOR-DOR ag	E coli growth	HTR5A ag ctr	phage Ecoli inh	PKA-R1A activ	HTR5A inv ctr	AddAB inh	PfHsp90 yeast 2	Pemphigus Ab inh
O=C1COc2ccc(C(=O)COC(=O)C3CC(O)CN3S(=O)(=O)c3ccc(Cl)cc3)cc2N1 (configuration not stated)	-7	-13	1.3	2.6	2	4.4	-5	-5	4.2	-7	97
O=C(NC1CCCCC1)C1CCN(c2nccs2)CC1	11	504	-1.9	1.5	-1	2.9	3	-17	1.9	-16	104
COc1ccc(/C=C/C2=NC(=C\N(C)C)/C(=O)O2)cc1	8	-2	-1.4	0.3	6	0.5	-11	-17	1.5	-6	nt
Cc1noc(C)c1COC(=O)c1cc2c(C)nn(-c3ccc(F)cc3)c2s1	5	-8	-0.8	-0.8	-2	2.3	0	11	-2.5	-70	103
Cc1cc(C)n2cnnc2n1	nt	-1	nt	-1.2	nt	0.4	nt	nt	1.4	nt	110
O=C(NC(=S)Nc1ccc(NC(=O)c2ccccc2)cc1)c1ccc(F)cc1	-13	27	2.6	-0.4	5	4.3	-7	-22	4.3	-5	94
CC1CC(C)CN(C(=O)C2CC(=O)N(c3ccc4c(c3)OCCO4)C2)C1 (configuration not stated)	13	-1	-3.1	0.3	7	2.2	-4	-17	-0.6	16	101
Cc1ccccc1NC(=O)NCCCN1CCCC1	22	2	-4.1	3.1	-3	1.6	7	6	0.3	-10	108
CCCC1=Nc2cc(C(=O)NCCCN3CCN(C)CC3)ccc2Sc2ccccc21	14	0	-2.7	-1.6	5	-4.3	2	6	1.2	-18	98
COc1ccccc1NS(=O)(=O)c1cc(NC(=O)c2cc3ccccc3oc2=O)ccc1C	-3	10	0.5	0.3	4	3.4	-15	-5	1.1	-3	95
Cn1c(C=O)c(C#Cc2ccccc2)c2ccccc21	0	88	0.0	-2.8	6	1.9	-13	-8	0.3	1	85
CCN(CC)C(=O)CSc1nc(-c2ccccc2)ccc1C#N	3	6	-0.6	-0.1	5	3.2	-3	-27	3.3	4	106
O=C(O)c1ccc(/C=N/N2CCN(C3c4ccccc4-c4ccccc43)CC2)cc1	3	21	-0.6	1.5	-3	-1.8	0	-22	1.6	4	97
